Tb PFK block: T. brucei PFK enzyme inhibition | T. brucei PFK, ADP-Glo luminescence | Potency, µM (top dose mostly 57.5 µM), without a hit: top-dose activity, negative = inhibition, usual class: inhibitors | actives 0.17% (n = 330,000);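 note: potency is the fitted concentration of half-maximal effect; 0% = uninhibited 1x PFK enzyme wells and -100% = no-enzyme wells; nearly all actives have a fitted effect of over 60% in size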
Target sequence (O15648 whole entry, looked up): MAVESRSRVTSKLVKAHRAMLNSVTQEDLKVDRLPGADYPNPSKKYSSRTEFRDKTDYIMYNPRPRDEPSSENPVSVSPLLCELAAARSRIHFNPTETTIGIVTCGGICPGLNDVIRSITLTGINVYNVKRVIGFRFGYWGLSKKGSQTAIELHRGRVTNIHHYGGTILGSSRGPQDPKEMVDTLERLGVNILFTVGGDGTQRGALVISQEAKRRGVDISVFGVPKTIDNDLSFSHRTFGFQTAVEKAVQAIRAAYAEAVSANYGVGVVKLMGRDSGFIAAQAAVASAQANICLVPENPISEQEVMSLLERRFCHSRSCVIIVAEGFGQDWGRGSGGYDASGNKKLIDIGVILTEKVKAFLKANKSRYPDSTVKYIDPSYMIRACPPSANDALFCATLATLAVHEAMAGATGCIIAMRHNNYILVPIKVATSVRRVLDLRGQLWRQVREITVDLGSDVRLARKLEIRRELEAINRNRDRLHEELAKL
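Luminescent ADP detection (ADP-Glo, two-step: ATP depletion then ADP-to-ATP conversion for luciferase) reported PFK activity after 45 min room-temperature reaction of 1.25 nM enzyme with 0.5 mM F6P and 0.1 mM ATP at pH 8.0.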
NPC1 prom act: activators of NPC1 promoter | Huh7 NPC1 promoter luciferase reporter, 24 h | Potency, µM (top dose mostly 9.22 µM), for inactives: top-dose activation, most hits filed as activators | actives 2.4% (n = 320,000) | AID 485313;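 note: potency is the fitted concentration of half-maximal effect; % of control where 0% means no effect; nearly all actives have a fitted effect of over 60% in size; reporter is driven by a mutant NPC1 promoter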
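NPC1 promoter–luciferase Huh7 cells; 24 h compound; luminescence.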
ELG1 genotoxic: genotoxicity induction in ELG1-luciferase HEK293T cells | HEK293T ELG1-luciferase reporter, luminescence, 16 h | Potency, µM (titrated, usually from 46 µM), inactives show top-dose activity change, positive = activation, most hits filed as activators | actives 1.3% (n = 330,000) | AID 504466; note: potency is the fitted concentration of half-maximal effect; % of control where 0% means no effect; nearly all actives have a fitted effect of over 60% in size
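Genotoxic stress is detected as increased luminescence from luciferase-tagged ELG1 in HEK293T cells, measured with ONE-Glo after a 16 hr treatment at 37 °C.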
ELG1 DNA repair: blocks ELG1-dependent DNA repair in HEK293T cells; HEK293T ELG1-luciferase reporter, luminescence, 16 h; DNA damage induced by 5-fluorouridine; Potency, µM (highest dose often 46.1 µM), without a hit: at the top dose activity change, negative = inhibition, actives largely listed as inhibitors; actives 2.3% (n = 330,000); note: potency is the fitted concentration of half-maximal effect; % is set by controls: 0 for no effect and ±100 for the full control effect; nearly all actives have a fitted effect of over 55% in size
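5-Fluorouridine DNA damage + compound/DMSO, 2,000 cells/well, 16 h, 37 °C/5% CO2. ONE-Glo, 30 min RT, luminescence. Readout = decrease in reporter signal.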
Rab9 prom act: activators of Rab9 promoter; Huh7 Rab9 promoter-luciferase reporter, luminescence, 24 h; Potency, µM (titrated, usually from 9.22 µM), for inactives: top-dose activation, negative = inhibition, most hits filed as activators; actives 2.8% (n = 320,000); note: potency is the fitted concentration of half-maximal effect; % of control where 0% means no effect; nearly all actives have a fitted effect of over 60% in size
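Quantitative HTS format; Huh7 Rab9-luciferase reporter cells (1500/well) receive compound 2 h post-plating, incubate 24 h at 37 °C, then get luciferase reagent for 10 min before luminescence reading.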
TRPV1 ag: human TRPV1 agonism; TRPV1-expressing cells, Fluo-8 calcium influx, agonist mode; Q8NER1; actives 0.19% (n = 320,000); activation, % at 8.33 µM; in the data active = activation above about 80%; inconclusive = between about 30% and that limit; note: 0% is about no effect
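Cells expressing TRPV1 were dye-loaded with Fluo-8 and read kinetically: 10 s baseline, 3 min after compound (agonist portion), then 2 min after EC20 capsaicin (allosteric enhancer portion). Calcium-bound dye fluorescence at 480/520 nm.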
BRCA1 expr act: BRCA1 expression activation; MCF7-BRCA1-FFLuc reporter, luminescence, 48 h; response scale: scaled: vehicle 0%, 10 µM genistein 100%; Potency, µM (series often up to 46.1 µM), for inactives: top-dose activation, hits mostly activators; actives 1.1% (n = 380,000); AID 624202; note: potency is the fitted concentration of half-maximal effect; nearly all actives have a fitted effect of over 80% in size; some results filed as inactive show a strong effect at the top dose
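First, MCF7-BRCA1-FFLuc cells (2000/well) attach for 2 h; next, compounds are pin-added and incubated 48 h at 37 °C; finally, luciferase reagent is added and luminescence read after 15 min.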
FLuc modulator: inhibits or activates purified firefly luciferase, miR-21 counter-screen; P08659; purified FLuc, Km substrates, luminescence inhibition; Potency, µM (top dose mostly 57.5 µM), for inactives: top-dose activity change, negative = inhibition, actives largely listed as inhibitors; actives 6.9% (n = 360,000); AID 588342;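 note: potency is the fitted concentration of half-maximal effect; plate controls were vehicle for no effect and reference inhibitor for full effect; nearly all actives have a fitted effect of over 55% in size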
Target sequence (P08659 whole entry, looked up): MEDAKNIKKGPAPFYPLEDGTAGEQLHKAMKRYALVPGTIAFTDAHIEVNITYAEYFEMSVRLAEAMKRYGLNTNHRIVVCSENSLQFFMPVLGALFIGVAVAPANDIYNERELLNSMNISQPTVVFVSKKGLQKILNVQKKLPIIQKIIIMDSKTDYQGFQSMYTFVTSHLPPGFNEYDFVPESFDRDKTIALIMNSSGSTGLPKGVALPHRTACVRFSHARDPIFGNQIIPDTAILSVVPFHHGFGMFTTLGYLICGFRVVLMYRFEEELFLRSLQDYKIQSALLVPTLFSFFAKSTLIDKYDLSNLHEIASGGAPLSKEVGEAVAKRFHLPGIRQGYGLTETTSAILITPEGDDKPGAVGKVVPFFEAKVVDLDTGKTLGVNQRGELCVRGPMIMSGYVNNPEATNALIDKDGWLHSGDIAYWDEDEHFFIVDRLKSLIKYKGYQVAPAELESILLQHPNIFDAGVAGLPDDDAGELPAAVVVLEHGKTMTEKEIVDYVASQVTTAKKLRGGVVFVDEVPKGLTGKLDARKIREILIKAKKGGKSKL
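Purified P. pyralis luciferase (10nM final) with 10uM D-luciferin and 10uM ATP (Km levels) in 50mM Tris acetate pH 7.5, 10mM Mg acetate, 0.01% Tween-20, 0.05% BSA; qHTS 6-point titration, ~60 µM downward; luminescence read.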
p53 reactivation: restores transcriptional activity of mutant p53; H1299 p53-A138V BP100-luciferase reporter, luminescence, 24 h; Potency, µM (series often up to 92.2 µM), without a hit: top-dose activity change, positive = activation, hits mostly activators; actives 0.063% (n = 320,000); note: potency is the fitted concentration of half-maximal effect; % of control where 0% means no effect; nearly all actives have a fitted effect of over 45% in size
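H1299 (p53-null), stable ts p53-A138V + BP100-Luc; 1000 cells/well, Opti-MEM/10% FBS; cpd 4 pt, 1:5; 24 h, 37 deg C, 5% CO2; detection reagent 10 min RT; luminescence.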
VP16 counter: counter-screen for ROR gamma inhibitors: Gal4-VP16 reporter; Potency, µM (top dose mostly 53.6 µM), inactives show at the highest dose activity, negative = inhibition, usual class: inhibitors; actives 3.5% (n = 310,000); Drosophila S2 Gal4-VP16 UAS-luciferase, luminescence, 20 h;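 note: Gal4-VP16 expression switched on by copper sulfate through the metallothionein promoter; potency is the fitted concentration of half-maximal effect; % is set by controls: 0 for no effect and ±100 for the full control effect; nearly all actives have a fitted effect of over 50% in size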
RORg inh: inhibitors of mouse ROR gamma transcriptional activity; P51450; Drosophila S2 Gal4-RORgamma UAS-luciferase reporter, 20 h; Potency, µM (highest dose often 53.6 µM), without a hit: top-dose activity change, negative = inhibition, most hits filed as inhibitors; actives 5.4% (n = 310,000); AID 2551; note: potency is the fitted concentration of half-maximal effect; % is set by controls: 0 for no effect and ±100 for the full control effect; nearly all actives have a fitted effect of over 60% in size
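Drosophila S2 cells stably expressing Gal4-DBD/mouse RORγ fusion under metallothionein promoter plus UAS-luciferase; compound 1 h, then 700 uM CuSO4 induction for 20 h at ambient temperature; inhibition read as reduced luminescence.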
An asterisk follows results filed as active; ? = inconclusive; . = not tested or not shown; [ ] = another dose, or the depositor's remark. Unless noted, calls come from the whole dose curve; as a rule, active = well fitted curve in the direction sought with a large enough effect; inconclusive = small, poorly fitted or top-dose-only effect, or another doubt; inactive = no such curve, though single readings can be large; an effect the other way counts as inactive or inconclusive.

SMILES | Tb PFK block | NPC1 prom act | ELG1 genotoxic | ELG1 DNA repair | Rab9 prom act | TRPV1 ag | BRCA1 expr act | FLuc modulator | p53 reactivation | VP16 counter | RORg inh
Cc1occc1C(=O)NNC(=O)c1ccccc1[N+](=O)[O-] | -2% | -3% | 0% | ? | 0% | 6 | 6% | 1% | 20% | -16% | 9%
COCCCNC(=O)CN1C(=O)/C(=C/c2ccccc2C)Sc2ccccc21 | -1% | -3% | -2% | -18% | -5% | 21 | 12% | -12% | 0% | -2%[10 µM] | 25%
C[C@H](NC(=O)c1[nH]cnc1C(=O)Nc1ccccc1)c1ccccc1 | -1% | -5% | -4% | ? | -1% | 21 | -49% | 2% | 0% | . | .
CCc1ccc(N2CC(C(=O)Nc3nnc(CC)s3)CC2=O)cc1 (centres undefined) | -2% | -4% | 5% | 5% | -2% | 29 | -14% | -8% | -6% | 3% | 39%
CCOC(=O)C(C)c1nn(C)c(=O)c2ccccc12 (centres undefined) | 4% | -4% | -1% | ? | -10% | -2 | -32% | 4% | -3% | 2% | 37%
COc1c2occc2c(OC)c2c(=O)cc(C(F)(F)F)oc12 | -1% | -2% | -6% | 3% | -1% | 13 | -9% | 6% | 0% | -5% | -15%
COc1cc(/C=C/C(=O)OCC(=O)Nc2c(C)n(C)n(-c3ccccc3)c2=O)ccc1O | 1% | -2% | 0% | 1% | -1% | 1 | -2% | 3% | -1% | -2% | -17%
O=C1OC(c2ccc(F)cc2)=C/C1=C\c1ccc(O)cc1 | 1% | 8% | 1% | 6% | 14% | 18 | 41% | 11µM* | . | ? | 6.3µM*
CC(C)NC(=S)N1CCN(c2ncccn2)CC1 | -3% | -2% | -1% | ? | -4% | 1 | -6% | 0% | -1% | 1% | 2%
CCCCCOc1ccc(/C=c2\sc3nc(=O)c(-c4ccccc4)nn3c2=O)cc1OC | -7% | 0% | 0% | ? | -5% | -1 | -11% | 0% | -3% | -4% | 2%
Cc1ccc(OCCCn2c(=O)oc3ccccc32)cc1 | 3% | -1% | 9% | ? | 27% | ? | 48% | ? | 9% | -5% | 21%
Cc1ccc(S(=O)(=O)Cc2cc(F)c([N+](=O)[O-])cc2[N+](=O)[O-])cc1 | -16% | -28% | -10% | 16µM* | -31%[inhibitor] | 1 | -93% | -19% | -29% | 6.3µM* | -41%
CCOC(=O)c1ccc(CC(=O)c2ccc(O)cc2O)o1 | 2% | -5% | -15% | ? | 2% | -1 | 8% | 5% | 2% | 14% | 18%
CCCOc1ccc(C2C(C(=O)c3ccc(C)o3)=C(O)C(=O)N2Cc2ccco2)cc1 (centres undefined) | 1% | -5% | 0% | 3% | 2% | -3 | -13% | 0% | 14% | -5% | 25%
CCCCCOc1ccc(N2C(=O)C3C4C=CC(C3C2=O)N(C)C4=O)cc1 (centres undefined) | -2% | -2% | -4% | -29% | -5% | -3 | -4% | 2% | -1% | 0% | 28%
COc1cccc(/C=N/NC(=O)C(=O)N2CCCC2)c1OC | -9% | -1% | 0% | -3% | 3% | -1 | -1% | -12% | 26% | 4% | 10%
O=c1[nH]c(/C=C\c2ccc(O)c(Cl)c2)nc(O)c1[N+](=O)[O-] | 2% | 1% | -1% | 13% | 4% | 5 | 0% | -4% | 3% | 2% | 13%
Cc1ccc2oc(C(F)(F)C(F)F)cc(=O)c2c1 | 7% | -2% | 3% | 0% | -2% | 5 | 0% | -12% | 4% | 1% | 1%
Cc1csc2ncnc(NNC(=O)c3ccc(Cl)cc3)c12 | -11% | -14% | -3% | -9% | -24% | 13 | -39% | -6% | 0% | 4.5µM* | 1.8µM*
CCC(=O)Nc1cccc(NC(C)=O)c1 | -22% | -1% | 2% | 23% | ? | -1 | . | 5% | -1% | -3% | 3%

The last two compounds of the part above come first, to join the parts.
SMILES | Tb PFK block | NPC1 prom act | ELG1 genotoxic | ELG1 DNA repair | Rab9 prom act | TRPV1 ag | BRCA1 expr act | FLuc modulator | p53 reactivation | VP16 counter | RORg inh
Cc1csc2ncnc(NNC(=O)c3ccc(Cl)cc3)c12 | -11% | -14% | -3% | -9% | -24% | 13 | -39% | -6% | 0% | 4.5µM* | 1.8µM*
CCC(=O)Nc1cccc(NC(C)=O)c1 | -22% | -1% | 2% | 23% | ? | -1 | . | 5% | -1% | -3% | 3%
O=C(Nc1ccc(Cl)cc1C(=O)N1CCCCC1)c1ccco1 | 1% | 1% | -2% | 7% | 4% | 11 | -7% | -2% | -3% | 1% | -6%
S=C(NCc1cccs1)NCC1CCCO1 (centres undefined) | 1% | 8% | -2% | 4% | -4% | 9 | 18% | 0% | 0% | ? | ?
Cc1ccccc1NC(=O)c1ccc([N+](=O)[O-])o1 | -3% | -11% | -5% | ? | -9% | 0 | -1% | 1% | -12% | -14% | -23%
CC1(C)Cc2c(cnn2-c2cccc(F)c2)C(NC(=O)c2cc[n+]([O-])cc2)C1 (centres undefined) | -4% | -1% | 1% | 20% | 2% | 26 | 3% | 2% | -7% | -8% | 18%
NNC(=O)c1ccc(-c2cccc([N+](=O)[O-])c2)o1 | 1% | 0% | 4% | 1% | -3% | 2 | 32% | -15% | 1% | 15% | 5%
CCOC(=O)Cc1nnc2c(Nc3ccc(C)cc3)nc3nonc3n12 | -3% | 4% | -2% | -3% | -7% | 6 | -31% | -1% | 5% | -10% | 0%
Cc1nc2ccccn2c1C(=O)N/N=C/c1cc(C)n(-c2ccc(Br)cc2)c1C | 7% | -4% | -1% | ? | -1% | -1 | -55% | 12µM* | 1% | ? | 11µM*
CCn1c2c(c3cc(C(=O)O)ccc31)CCCC2=O | -1% | 0% | 1% | 13% | -4% | 0 | -11% | 6%[2.3 µM] | -5% | 7% | -4%
COC(=O)c1ccccc1NC(=O)NCc1c(C)nn(C)c1C | 0% | 3% | -4% | ? | -6% | 0 | -14% | ? | 4% | -23% | 0%
O=c1[nH]c(/C(Cl)=C/c2c(F)cccc2Cl)nc2cc(Cl)ccc12 | 0% | 11% | 12% | 11% | 1% | 5 | -61% | -14% | -6% | -32% | ?
Cc1ccc(Oc2cc(NC(=O)CCCn3nc([N+](=O)[O-])cc3C)cc([N+](=O)[O-])c2)cc1 | 2% | -6% | -3% | ? | -1% | 16 | -66% | -2% | 1% | -16% | 12%[10 µM]
CN(c1ccccc1)S(=O)(=O)c1cccc(NC(=O)COc2ccccc2)c1 | 4% | 2% | -10% | ? | -9% | 17 | -7% | . | 6% | . | .
CCC(=O)Nc1c(-c2ccc(Cl)cc2)c(=O)c2ccccc2n1C | 1% | -5% | 0% | 10% | -4% | 0 | -1% | 2% | 2% | 5% | 24%
COCCn1c(SCC(=O)N2CCC(C)CC2)nc2c([nH]c3ccccc32)c1=O | -4% | 4% | ? | -6% | 9% | ? | -14% | -1% | -6% | -28% | ?
COc1ccc(NC(=O)CN2CCN(CC(=O)Nc3ccccc3Cl)CC2)cc1Cl | -3% | -5% | -13% | ? | -1% | -1 | -16% | -2% | 3% | 4% | 18%
CN(c1ccccc1)S(=O)(=O)c1cccc(NC(=O)CSc2nccc(=O)[nH]2)c1 | ? | . | -1% | 12% | . | . | 3% | . | -5% | . | .
COc1ccc(-c2nc(SC(CC(=O)NCCN3CCOCC3)c3cccs3)n[nH]2)cc1 (centres undefined) | -1% | 2% | 3% | 7% | 1% | -3 | 5% | 1% | 1% | -5% | 26%
O=C(Nc1nncs1)c1cccc(S(=O)(=O)N2CCCC2)c1 | -7% | -2% | 0% | 15% | 2% | 9 | -18% | 2% | 9% | -1% | -2%
COc1ccc(CCNC(=O)C(=O)NCc2cccs2)cc1OC | -1% | -11% | 0% | -2% | -3% | -5 | -43% | 5% | 1% | 3% | 22%
COc1ccccc1CNC(=O)C1CCN(S(=O)(=O)N2CC(C)CC(C)C2)CC1 (centres undefined) | -4% | 3% | -2% | 6% | -9% | 4 | -2% | 4% | 5% | 13% | 6%
CCN(CC)C(=O)[C@H]1CC(CC(=O)NCCCN(C)C)C(=O)N2CCc3c([nH]c4ccccc34)[C@]12C (some centres undefined) | -1% | . | 6% | 16% | . | . | 3% | . | 4% | . | .
O=C1CCC([N+](=O)[O-])C(c2cc3c(cc2Br)OCO3)N1 (centres undefined) | -19% | 1% | 0% | -2% | 2% | -3 | 19% | 3% | -9% | -13% | -1%
N#Cc1ccccc1S(=O)(=O)N1CCN(C(=O)[C@H](Cc2ccccc2)NC(=O)c2ccco2)CC1 | 0% | -1% | -2% | -3% | -4% | 29 | -18% | 11% | -2% | . | .
CS(=O)(=O)N(Cc1ccc(C(=O)NC2CCCCC2O)cc1)c1ccccc1 (centres undefined) | -2% | -1% | -2% | -14% | -5% | -1 | -13% | 4% | 12% | -4% | -11%

Source: PubChem BioAssay (National Center for Advancing Translational Sciences (NCATS))
